TROY NFkB inh = inhibitors of TROY-dependent NF-kB signaling; actives 0.98% (n = 360,000); AID 1347056; inhibition, % at 10 µM; Q293 LMP1-TROYcd NF-kB luciferase reporter, 4 h;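 active means compounds whose plate-normalised and pattern-corrected inhibition of the luciferase reporter signal at the single screening dose is 50% or more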
SRC3 inh = inhibits human SRC3 coactivator; Q9Y6Q9; inhibition, % at 3.6 µM; actives 0.17% (n = 360,000); HEK293 GAL4-SRC3 luciferase reporter, luminescence;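 active means inhibition above a per-campaign cutoff, the mean of all compounds plus 3 SD, cut at about 60% in these data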;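 further: 0% = DMSO-treated cells and 100% = gossypol-treated cells at 36 µM; higher means less SRC3-driven luciferase light from the GAL4 reporter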
TLR9-MyD88 inh = blocks human TLR9 binding to MyD88; inhibition, % at 4.98 µM; actives 0.21% (n = 340,000); Q9NR96+Q99836; CHO BLA complementation TLR9-MyD88, CCF4 FRET ratio;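 active means inhibition above the mean over all tested compounds plus 3 SD, cut at about 21% in these data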;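 further: 0% = DMSO only wells and 100% = clavulanate BLA inhibitor control wells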
LRH-1 inv ag = inverse agonists of human LRH-1 (NR5A2); O00482; HEK293T StAR-luciferase reporter, LRH-1 transfected, 24 h; inhibition, % at 3.6 µM; actives 0.13% (n = 360,000);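 active means inhibition above the mean inhibition of all tested compounds plus 3 SD, cut at about 73% in these data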;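 further: 0% = DMSO wells and 100% = reporter-only cells lacking LRH-1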
TWEAK Fn14 block = inhibitors of TWEAK-Fn14 interaction signaling | inhibition, % at 10 µM | TWEAK-stimulated Fn14 reporter cells, luciferase luminescence, 8 h | actives 2% (n = 360,000); in the data active means inhibition above about 50%
NOD2 RIPK2 PPI = blocks binding of human NOD2 to RIPK2 | AID 624267 | CHO BLA complementation NOD2-RIPK2, CCF4 ratio | actives 0.38% (n = 360,000) | O43353 | inhibition, % at 4.98 µM; in the data active means inhibition above about 21%;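 further: 0% = vehicle only and 100% = reference blocker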
SRC2 inh = human SRC2 (NCOA2) inhibition | Q15596 | HEK293 GAL4-SRC2 luciferase reporter, luminescence | inhibition, % at 9 µM | actives 0.17% (n = 370,000);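 active means inhibition above the mean inhibition of all tested compounds plus 3 SD, set per campaign, cut at about 52% in these data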;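 further: 0% = DMSO treated cells and 100% = cells given Gossypol at 36 µM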
NCOA1 inh = inhibitors of human steroid receptor coactivator 1 (SRC1); Q15788; HEK293 GAL4-SRC1 luciferase reporter, luminescence; inhibition, % at 3.6 µM; actives 0.12% (n = 360,000); AID 588354;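 active means inhibition above the campaign mean plus 3 SD, with each screening campaign given its own cutoff, cut at about 60% in these data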;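 further: 0% = DMSO treated cells and 100% = gossypol at 36 µM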
NR2F2 inh = NR2F2 (human) inhibition, primary screen; HEK293T NGFI-A luciferase reporter, luminescence; inhibition, % at 8.6 µM; actives 0.7% (n = 370,000); AID 686940;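 active means inhibition above a per-plate cutoff, mean inhibition of test wells between control levels plus 3 SD, cut at about 38% in these data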;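 further: cells cotransfected with COUP-TFII expression vector driving the NGFI-A reporter; 0% = median of COUP-TF2 test wells and 100% = reporter-only cells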
ABHD5-PLIN5 inh = blocks binding of human ABHD5 to perilipin-5 | Split G. princeps luciferase complementation, luminescence, 4 h | inhibition, % at 4 µM | actives 0.78% (n = 360,000);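 active means inhibition above the mean inhibition across every tested compound plus 3 SD, cut at about 22% in these data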;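 further: 0% = DMSO only wells and the 100% control is not disclosed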
Target sequence (Q00G26 whole entry, looked up): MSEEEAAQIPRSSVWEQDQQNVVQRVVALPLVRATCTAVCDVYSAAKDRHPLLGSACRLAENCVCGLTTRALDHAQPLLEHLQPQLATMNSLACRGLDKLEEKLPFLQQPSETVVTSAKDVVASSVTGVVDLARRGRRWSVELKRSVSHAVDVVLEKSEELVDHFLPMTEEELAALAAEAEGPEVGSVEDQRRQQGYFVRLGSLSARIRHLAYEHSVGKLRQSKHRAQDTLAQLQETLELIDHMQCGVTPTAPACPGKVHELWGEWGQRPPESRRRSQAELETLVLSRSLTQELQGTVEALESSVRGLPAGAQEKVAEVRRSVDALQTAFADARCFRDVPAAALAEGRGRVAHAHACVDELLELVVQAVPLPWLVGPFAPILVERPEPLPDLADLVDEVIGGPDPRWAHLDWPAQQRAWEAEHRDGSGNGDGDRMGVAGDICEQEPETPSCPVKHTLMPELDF
Target sequence (Q8WTS1 whole entry, looked up): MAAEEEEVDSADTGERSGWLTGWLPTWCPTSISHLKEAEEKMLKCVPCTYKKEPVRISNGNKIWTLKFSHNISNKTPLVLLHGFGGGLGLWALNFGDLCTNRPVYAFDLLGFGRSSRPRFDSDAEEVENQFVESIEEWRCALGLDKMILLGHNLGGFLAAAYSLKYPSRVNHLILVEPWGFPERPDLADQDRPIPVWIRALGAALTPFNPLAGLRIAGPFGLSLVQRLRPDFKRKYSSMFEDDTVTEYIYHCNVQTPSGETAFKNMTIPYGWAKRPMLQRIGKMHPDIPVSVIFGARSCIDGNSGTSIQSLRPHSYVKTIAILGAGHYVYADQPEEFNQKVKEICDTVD
Exocytosis inh = lytic granule exocytosis inhibition | actives 0.66% (n = 360,000) | TALL-104 LAMP-1 surface exposure, flow cytometry; cells stimulated with thapsigargin and PMA | inhibition, % at 10 µM;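 active means inhibition above about 55%, limit read from the data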
* hit, by the source's call; · = not tested or not shown. This is a subset; count on the stated rates, not on these rows.

SMILES	TROY NFkB inh	SRC3 inh	TLR9-MyD88 inh	LRH-1 inv ag	TWEAK Fn14 block	NOD2 RIPK2 PPI	SRC2 inh	NCOA1 inh	NR2F2 inh	ABHD5-PLIN5 inh	Exocytosis inh
Cc1ccc(S(=O)(=O)Cn2nnnc2C(C(C)C)N2CCN(c3nc4ccccc4s3)CC2)cc1 (stereo unspecified)	18	9	1	-4	38	7	6	9	-12	2	-4
COc1ccccc1NS(=O)(=O)c1ccc(NN=C2CCCCC2)c([N+](=O)[O-])c1	12	-4	-23	-4	34	-1	0	-6	26	-4	-2
O=C(Nc1ccon1)c1ccc(Cl)s1	1	-5	-2	-19	0	-11	-10	1	4	-5	-1
Cc1cc2c(cc1C)N(C(=O)CCl)CC(=O)N2	16	1	2	20	11	-5	·	-11	·	14	3
COc1cc2c(cc1OC)C1(CCCC1)CNC2c1ccc([N+](=O)[O-])cc1 (stereo unspecified)	2	7	3	0	-3	-3	-8	-5	1	0	-4
OC(CN1CC=C(/C=C/c2ccc(Br)cc2)CC1)c1ccccc1 (stereo unspecified)	-1	-1	7	21	-22	5	14	-6	-14	3	15
COc1cccc(C2CC(c3c(F)cccc3Cl)n3nc(N)nc3N2)c1 (stereo unspecified)	-11	13	10	1	18	-1	-15	0	-1	9	-5
O=C(CCN1C(=O)C2CC=CCC2C1=O)NC1CCCCC1 (stereo unspecified)	12	18	-1	-1	5	-6	-8	1	-15	-1	1
CCN(C(=O)COC(=O)c1ccccc1NC(=O)c1ccco1)C1CCS(=O)(=O)C1 (stereo unspecified)	19	6	7	-1	-1	-3	-14	7	0	3	2
Cc1ccc(Cc2c(-c3ccco3)nc3c(C)cc(Br)cn23)cc1	2	-36	·	36	44	7	-46	-55	7	64*	36
CCN(CC)CCNC(=S)Nc1ccc(Cl)cc1	-2	9	3	-16	0	0	13	7	11	1	4
NC1=NC(c2cn[nH]c2-c2cccc(F)c2)n2c(nc3ccccc32)N1 (stereo unspecified)	12	12	-1	2	3	3	7	5	-7	-4	14
Cc1[nH]c2ccccc2c1C(=O)COC(=O)c1ccc([N+](=O)[O-])s1	-7	-1	-16	32	-1	-1	11	-7	8	-5	1
O=C(Nc1nnc(C2CCCCC2)s1)c1ccc(Br)s1	-78	-4	2	-2	-9	-1	-15	-2	-6	2	-2
CCOC(=O)c1ccccc1NC(=O)CSc1nnc(Cc2cccn2C)n1-c1ccc(C)cc1	-19	-5	4	11	0	6	20	-5	8	6	4
COc1ccc(N(CC(=O)NC2CC3CCC2C3)S(=O)(=O)c2ccc(C)c([N+](=O)[O-])c2)cc1 (stereo unspecified)	4	3	-2	10	11	-14	5	-20	15	9	42
CCc1c(C)sc(NC(=O)c2cc(-c3ccc(OC)c(OC)c3)on2)c1C#N	-9	-6	-8	5	2	-4	2	12	-19	-3	3
CCN(CC)CCn1c(OC)cc(=O)[nH]c1=O	-8	0	7	-14	-2	16	-28	-1	0	2	2
CCSc1nnc(-c2cccnc2)n1-c1ccc(C)c(Cl)c1	-12	19	-11	-2	-9	-6	0	16	1	8	-2
Cn1c(=O)c2c(ncn2CC(=O)Nc2ccc(Cl)cc2Cl)n(C)c1=O	-17	-5	5	-12	5	4	5	-20	-10	-5	-3
COc1ccc(C=NC(CO)C(O)c2ccc([N+](=O)[O-])cc2)cc1 (stereo unspecified)	4	-4	-3	6	10	-2	-2	-3	1	4	-1
CC1(C)CC(=O)c2sc(NS(=O)(=O)c3ccc(Cl)cc3)nc2C1	-10	0	-9	2	22	1	6	-1	-2	4	-9
CCN(CC)CCN1c2ccccc2Sc2ccc3ccccc3c21	-20	3	-3	4	13	1	-20	-1	-7	8	15
COc1ccccc1/C=C/c1onc(C)c1S(=O)(=O)N1CCC(C(=O)NC2CCCCCC2)CC1	-8	-1	4	-13	23	-6	1	-4	3	-4	70*
Cc1ccc(N=C2NC(=O)CC(C(=O)Nc3ccc4c(c3)OCO4)S2)cc1 (stereo unspecified)	0	0	-3	-9	-1	3	6	-5	6	1	1
Cc1ccccc1NC(=O)CN(c1ccc(F)cc1)S(C)(=O)=O	-12	-3	3	14	-24	-10	-7	5	-18	3	-1
Cc1cc(NC(=O)CSc2nnc(-c3c[nH]c4ccccc34)n2C)no1	-3	10	-2	-26	10	-1	-5	-8	-5	-4	-1
C#CCOc1c(Cl)cc(/C=C2/C(=O)ON=C2C)cc1OC	-5	2	-2	-3	63*	0	10	-4	1	-3	-5
Cc1ccc(N2CC(C(=O)NCc3n[nH]c(=O)c4ccccc34)CC2=O)cc1C (stereo unspecified)	-3	6	-8	-19	-20	-15	-16	-4	-14	1	2
CCS(=O)(=O)N1N=C(c2cccc(NS(C)(=O)=O)c2)CC1c1cccs1 (stereo unspecified)	-13	16	-3	13	-16	-2	-13	0	12	5	-3
NC(=O)c1ccc(CN2CCC(Cc3ccccc3)CC2)cc1	15	0	-3	1	5	7	5	12	-9	0	18
COc1ccc(-c2ccc(CCC(=O)O)n2CC(=O)Nc2ccccc2C)cc1	-9	-3	1	15	11	-1	0	-37	6	-4	2
CCOC(=O)c1ccc([N+](=O)[O-])cc1NC(C)=O	5	19	-5	-23	-3	5	-20	8	-1	-1	-1
C#CCOCCOCCOCCNc1nc(N2CCN(C(=O)Cn3cc(CCO)nn3)CC2)nc(N2CCN(C(=O)[C@H]([C@@H](C)CC)n3cc(CCCN=C(N)N)nn3)CC2)n1	-2	-34	0	0	-8	-14	-3	-1	7	-5	-1
CCC(NC(=O)C(C)NC)C(=O)N1CCCC1C(=O)NC1CCCc2ccccc21 (stereo unspecified)	-5	-15	-2	23	10	-5	9	-30	-3	0	-10
O=C(NCCO)c1nc2ccccc2s1	15	-20	1	-8	24	0	-22	-32	-19	6	3
COc1ccc(-c2nc3ccccc3n2Cc2ccc(C)cc2)cc1	0	-24	10	-7	-8	-5	-16	-23	3	-5	18
Cc1oc(-c2ccccc2)cc1C(=O)NC(Cc1c[nH]c2ccccc12)C(=O)O (stereo unspecified)	-17	14	-2	1	8	-9	0	8	10	11	-2
CCn1cc(C(=O)NC2CCCC2)c(=O)c2cc(S(=O)(=O)N3CCOCC3)ccc21	13	28	-6	-10	-1	1	13	2	-10	4	-3
CCC(C)(C)NC(=O)C(c1ccc(OC)cc1)N(C(=O)CCC(=O)Nc1cc(C)on1)c1ccccc1OC (stereo unspecified)	11	8	-2	-5	57*	-8	3	-54	10	-8	23
CC1(C)CC(=O)C2=C(C1)NC(=S)C(C#N)C21CCCCC1 (stereo unspecified)	1	17	3	1	-17	2	24	-7	10	-17	24
COc1ncccc1C(=O)N1CCCC(C(=O)Nc2cccc(-c3ccc(F)cc3)c2)C1 (stereo unspecified)	14	-13	-2	5	1	-4	12	5	17	11	-2
O=C(/C=C/c1ccc2c(c1)OCO2)Nc1cc(S(=O)(=O)N2CCOCC2)ccc1N1CCOCC1	9	-28	4	-3	9	3	5	-6	16	-1	-3
CC(NC(=O)c1ccc(S(=O)(=O)N(C)C)cc1)c1ccc(-n2ccnc2)cc1 (stereo unspecified)	-2	-16	-13	9	-3	9	-10	11	-4	7	-1
O=C(CCc1ccc(S(=O)(=O)N2CCOCC2)cc1)Nc1ccc(F)cc1[N+](=O)[O-]	-10	-38	3	-18	-6	-11	-27	8	5	5	-16
N#CC1=C(SCc2ccccc2)NC(=O)CC1c1ccco1 (stereo unspecified)	13	-3	0	10	4	6	-4	-8	4	4	0
CC(=O)Nc1ccc(NC(=O)c2ccc(Cl)c(S(=O)(=O)N3CCc4ccccc43)c2)cc1	27	-9	-3	-5	-53	0	-8	7	20	2	-5
CCN1CCc2c(C#N)c(N3CCOCC3)nc(N3CCOCC3)c2C1	13	10	-3	12	-7	-7	-41	-6	2	1	0
CCC(C(=O)NC1CC1)n1nc(C)c2c(C)n(-c3ccc(C)cc3)nc2c1=O (stereo unspecified)	-11	-3	7	11	10	2	-4	-11	1	-5	2
COc1ccc([C@H]2C(C(=O)O)=C[C@@H](CC3CCCC3)N2S(=O)(=O)c2ccc(C)cc2)cc1OC	-1	0	-8	-3	7	-5	-2	1	21	-1	-6

The list goes on:
SMILES	TROY NFkB inh	SRC3 inh	TLR9-MyD88 inh	LRH-1 inv ag	TWEAK Fn14 block	NOD2 RIPK2 PPI	SRC2 inh	NCOA1 inh	NR2F2 inh	ABHD5-PLIN5 inh	Exocytosis inh
CC1N/C(=C\C(=O)c2ccccc2)N(O)C1(C)C (stereo unspecified)	10	-50	-4	-87	19	2	-66	-94	-17	3	-5
CCOC(=O)c1ccc(N2CCN(c3ccc(F)cc3)CC2)c(NC(=O)Nc2cccc(OC)c2)c1	9	16	2	7	24	-4	-2	5	6	1	0
CCCS(=O)(=O)NC(=O)C1(C)CCCN(C(=O)c2cccs2)C1 (stereo unspecified)	-6	-5	·	0	-4	10	3	-9	-1	-4	26
O=C(N=Nc1c(O)[nH]c2ccc([N+](=O)[O-])cc12)c1ccccc1[N+](=O)[O-]	-6	5	-2	13	-12	1	-32	-4	-31	-3	3
CC(C)C1Cc2[nH]c(=S)[nH]c(=O)c2C(c2ccc(F)cc2)O1 (stereo unspecified)	-3	4	·	-11	-2	-3	-10	0	-24	-7	-1
Cc1ccc2sc(N(CCCN(C)C)C(=O)c3ccc(S(=O)(=O)N(C)C)cc3)nc2c1C	10	0	-16	3	-10	-3	-24	2	-2	5	10
CCOc1ccc(N(C)C(=O)CCc2nnc3ccc(N4CCCCC4)nn23)cc1	2	5	-7	-2	6	7	-5	-5	16	1	-1
Cc1cccc(NC(=O)c2cc([N+](=O)[O-])ccc2Cl)c1O	-12	7	3	32	-12	-1	21	-39	24	0	1
CC(C)Oc1ccc(CNC(=S)Nc2ccccc2)cc1Cl	-7	-37	-10	7	-28	-7	13	-8	8	-4	4
Cc1ccccc1N1CCN(C(=S)c2ccc(-c3cccc([N+](=O)[O-])c3)o2)CC1	-8	14	0	10	-12	-4	8	-24	1	0	1

The final 4 compounds of the part before are carried over, then new ones follow:
SMILES	TROY NFkB inh	SRC3 inh	TLR9-MyD88 inh	LRH-1 inv ag	TWEAK Fn14 block	NOD2 RIPK2 PPI	SRC2 inh	NCOA1 inh	NR2F2 inh	ABHD5-PLIN5 inh	Exocytosis inh
CCOc1ccc(N(C)C(=O)CCc2nnc3ccc(N4CCCCC4)nn23)cc1	2	5	-7	-2	6	7	-5	-5	16	1	-1
Cc1cccc(NC(=O)c2cc([N+](=O)[O-])ccc2Cl)c1O	-12	7	3	32	-12	-1	21	-39	24	0	1
CC(C)Oc1ccc(CNC(=S)Nc2ccccc2)cc1Cl	-7	-37	-10	7	-28	-7	13	-8	8	-4	4
Cc1ccccc1N1CCN(C(=S)c2ccc(-c3cccc([N+](=O)[O-])c3)o2)CC1	-8	14	0	10	-12	-4	8	-24	1	0	1
CCOC(=O)N1CCN(C(=O)c2ccc(NC(=O)CC)cc2)CC1	-39	15	7	-8	14	0	2	1	13	7	0
Cc1nc2ccccc2cc1C(=O)N/N=C/c1cccc([N+](=O)[O-])c1	7	-29	7	8	7	-3	-1	2	14	2	-1
CCN(CC)S(=O)(=O)c1cccc(C(=O)N/N=C/c2ccc([N+](=O)[O-])o2)c1	-6	29	5	24	11	3	3	2	-8	-3	-2
COc1cc(N/N=C(\C)c2ccc(N)cc2)nc(-c2ccccc2)n1	-10	8	0	-25	0	-4	-22	7	-11	-6	1
